VLA-4 inh – inhibition in a human VLA-4 binding assay; 330,000 compounds, 0.2% hits; inhibition, % (about 7 µM as worked out from the volumes in the protocol); VLA-4 expressing cells, ligand binding flow cytometry; in the data active = inhibition above about 50%
GRK2 aptamer HTS – inhibitors of human GRK2 displacing RNA aptamer; P25098; 330,000 compounds, 0.59% hits; inhibition of aptamer binding, % at 10 µM; bead flow cytometry, FAM-aptamer displacement from GRK2;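 active = inhibition of aptamer binding above 40%, roughly 3 SD of noise, on plates passing a quality check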;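 note: median bead fluorescence of bound FAM aptamer so fluorescent compounds give negative values; no value below 0 was filed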
AGP1 TOR yeast – modulators of TOR pathway AGP1-GFP in S. cerevisiae; S. cerevisiae AGP1-GFP multiplex flow cytometry, 3 h; GFP as percent of DMSO wells; GFP response vs DMSO, % at 10 µM; 320,000 compounds, 0.02% hits;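 active = GFP response relative to DMSO above a set limit, near screen average plus 3 SD, cut at about 150% in these data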;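 note: median GFP channel fluorescence of the gated AGP1 strain per well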
GLD-1 TGE inh – GLD-1-TGE RNA interaction inhibition (C. elegans); Q17339; purified GLD-1 + fluorescein TGE RNA, fluorescence polarization; inhibition, % at 5.96 µM; 320,000 compounds, 0.44% hits; AID 2280;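 active = percent inhibition above a per-plate cutoff, the plate mean of test compounds plus 3 SD, cut at about 30% in these data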;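 note: 0% = DMSO wells with GLD-1 and probe and 100% = wells lacking GLD-1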
Target sequence (Q17339 whole entry, looked up): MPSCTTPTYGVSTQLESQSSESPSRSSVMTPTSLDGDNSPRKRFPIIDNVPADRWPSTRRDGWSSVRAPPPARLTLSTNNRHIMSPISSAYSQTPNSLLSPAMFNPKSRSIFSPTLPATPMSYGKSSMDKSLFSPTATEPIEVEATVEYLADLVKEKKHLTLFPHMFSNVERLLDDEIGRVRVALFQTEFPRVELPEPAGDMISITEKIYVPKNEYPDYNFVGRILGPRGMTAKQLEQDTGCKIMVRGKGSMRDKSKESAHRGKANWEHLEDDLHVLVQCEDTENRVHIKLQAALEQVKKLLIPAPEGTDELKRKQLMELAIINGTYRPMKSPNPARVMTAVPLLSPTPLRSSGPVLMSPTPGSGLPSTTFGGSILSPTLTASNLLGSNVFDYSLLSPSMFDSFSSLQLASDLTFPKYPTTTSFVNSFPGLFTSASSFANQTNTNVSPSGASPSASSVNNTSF
Bcl-xL primary – Bcl-xL (human) inhibition | inhibition, % at 10.9 µM | GST-Bcl-xL / FITC-Bim BH3 peptide fluorescence polarization | 320,000 compounds, 0.7% hits | Q07817 | AID 2129;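 active = inhibition above the mean of all tested compounds plus 3 SD, cutoff set per campaign, cut at about 30% in these data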;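 note: 0% = DMSO wells and 100% = unlabeled Bim-BH3 peptide competitor; inhibitors lower millipolarization by displacing the labeled peptide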
Target sequence (Q07817 whole entry, looked up): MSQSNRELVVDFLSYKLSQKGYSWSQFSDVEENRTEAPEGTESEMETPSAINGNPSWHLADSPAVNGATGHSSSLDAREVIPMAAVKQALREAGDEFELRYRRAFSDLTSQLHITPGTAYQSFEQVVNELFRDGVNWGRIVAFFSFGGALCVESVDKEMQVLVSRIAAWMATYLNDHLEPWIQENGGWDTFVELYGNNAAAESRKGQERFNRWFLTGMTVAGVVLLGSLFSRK
Yeast superoxide – lowers age-related superoxide in aged yeast cells. superoxide response (% of plate mean), % at 10 µM. 330,000 compounds, 0.18% hits. AID 2690. S. cerevisiae aged cells, superoxide DHE fluorescence; stronger effect = lower value;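 active = superoxide response under a set limit, about three screen SD below normal, cut at about 65% in these data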;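 note: yeast aged for seven days with compound at 30 °C before DHE staining; 100% = average MFI of all compound-treated wells on the plate with controls excluded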
MCL1 BIM primary – MCL1-BIM-BH3 interaction inhibition (human) | Q07820 | 320,000 compounds, 0.68% hits | inhibition, % at 10.9 µM | GST-MCL1 / FITC-Bim-BH3 fluorescence polarization | AID 2057;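 active = inhibition above the mean inhibition of all tested compounds plus 3 SD, set per campaign, cut at about 40% in these data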;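 note: 0% = DMSO wells and 100% = unlabeled Bim-BH3 peptide control; higher means more loss of mP so more displacement of Bim peptide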
Target sequence (Q07820 whole entry, looked up): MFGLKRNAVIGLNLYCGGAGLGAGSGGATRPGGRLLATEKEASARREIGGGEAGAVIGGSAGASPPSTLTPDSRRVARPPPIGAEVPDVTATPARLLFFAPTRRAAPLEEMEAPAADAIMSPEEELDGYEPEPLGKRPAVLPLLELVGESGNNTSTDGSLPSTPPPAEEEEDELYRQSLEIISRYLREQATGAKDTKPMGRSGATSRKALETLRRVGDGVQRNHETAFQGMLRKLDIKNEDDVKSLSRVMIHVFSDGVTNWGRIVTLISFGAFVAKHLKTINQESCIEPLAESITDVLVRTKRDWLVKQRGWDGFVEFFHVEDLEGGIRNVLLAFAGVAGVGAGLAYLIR
CIT2-GFP yeast – yeast TOR pathway CIT2-GFP modulation. S. cerevisiae CIT2-GFP strain, flow cytometry, 3 h; 100 means same as DMSO wells. 320,000 compounds, 0.065% hits. GFP response vs DMSO, % at 10 µM. AID 2029;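 active = GFP response relative to DMSO above a set limit, near the screen mean plus 3 SD, cut at about 150% in these data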;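 note: ratio of well median GFP fluorescence to mean of DMSO wells on the plate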
MEX-5 binding – C. elegans MEX-5 TCR-2 RNA binding activity; activity score (negative = inhibition of binding), % at 10 µM; Q9XUB2; 300,000 compounds, 0.38% hits; AID 1832; MEX-5/FITC-TCR2 RNA binding, fluorescence polarization; stronger effect = lower value;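 active = inhibition past about -25% in most replicates, and total fluorescence under double the plate's negative control median, limit read from the data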;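 note: 0% = DMSO and -100% = 5 µM competing unlabeled TCR2 RNA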
Numbers without * were called inactive; x = not tested or not shown.

SMILES	VLA-4 inh	GRK2 aptamer HTS	AGP1 TOR yeast	GLD-1 TGE inh	Bcl-xL primary	Yeast superoxide	MCL1 BIM primary	CIT2-GFP yeast	MEX-5 binding
O=C(NNC(=O)c1cc2ccccc2oc1=O)c1ccccc1	1	2	97	-2	5	99	7	92	-2.4
O=C(Nc1ccccc1Cl)O/N=C/c1ccncc1	24	0	99	6	1	95	-1	102	0.2
COc1ccc2c(c1)n([O-])c1c([n+]2=O)CCC1	-13	6	100	16	18	90	26	97	-4.3
O=C1OC(c2ccc(Cl)cc2)=C/C1=C/c1cccnc1	11	0	93	1	-11	93	-23	104	1.9
O=C(c1ccc(Br)cc1)N1CCCC(c2nc(-c3cccs3)no2)C1 (stereo not given)	1	4	98	-3	3	120	-8	88	0.2
CS(=O)(=O)N1CCN(C(=O)c2csc3ccccc23)CC1	4	2	81	-5	2	112	1	91	1.0
C/C(N)=C(/C#N)C(=O)CSc1nc2scc(-c3ccccc3)c2c(=O)n1C	9	8	98	-2	6	111	0	94	-2.6
CCOC(=O)c1cc(-c2ccc(N3CCOCC3)cc2)nn1-c1ccccc1	-14	0	96	2	-5	101	-10	96	1.5
CCN(c1ccc(C)cc1C)S(=O)(=O)c1nnc(NC(=O)c2ccco2)s1	15	2	90	-2	4	126	1	89	-0.5
O=C(O)/C(=C/c1cccnc1)NC(=O)c1ccccc1	8	53*	100	7	3	102	-3	98	-1.3
CC(C)c1ccc(NC(=O)c2cccc(NC3=NC4CS(=O)(=O)CC4S3)c2)cc1 (stereo not given)	18	0	108	4	3	100	10	105	-5.0
CC12CCCc3c(O)cc(=O)n(c31)-c1ccccc12 (stereo not given)	19	2	102	2	2	116	-4	100	0.4
Cc1ccc(NC(=O)CCN2CCc3ccccc3C2)cc1	10	0	97	-1	1	113	3	92	-0.2
CN(c1ccccc1)S(=O)(=O)c1ccccc1Br	6	0	84	-1	-1	85	6	89	x
CCCS(=O)(=O)N1CCN(C(=O)c2cccc(OC)c2)CC1	7	0	100	0	5	101	9	94	-2.0
CN1CCN(S(=O)(=O)c2cccc(C(=O)Nc3sc4c(c3C(N)=O)CCCC4)c2)CC1	-3	0	94	-6	10	103	6	90	1.6
COc1ccc(CCn2c(N)c(C#N)c3nc4ccccc4nc32)cc1OC	-10	0	108	-11	7	119	-8	108	3.6
C=CCc1c(C)nc(-c2ccccc2)nc1Nc1ccc(O)cc1	10	100*	101	6	7	93	12	100	-0.4
CCN(CC)CCNC(=O)c1cccc(NC(=O)C(=O)c2cc(Br)ccc2NC(C)=O)c1	10	0	106	9	7	106	3	96	0.9
O=C1NC(c2ccc(Br)cc2)=N/C1=C/c1ccco1	-7	0	116	1	13	98	11	89	0.1
CC(C)(C)c1ccc(-n2ncc3c2CCCC3NC(=O)CN2CCCC2=O)cc1 (stereo not given)	6	2	103	3	0	99	1	99	2.9
CCCn1nnc(NC(=O)COc2ccccc2Cl)n1	33	1	92	2	6	94	4	95	1.7
CC(OC(=O)c1ccc(F)cc1)C(=O)Nc1nc(-c2cccc([N+](=O)[O-])c2)cs1 (stereo not given)	13	2	87	-3	-1	115	-5	94	-1.4
O=C(NCc1cccnc1)C(=O)NCC1OCCN1S(=O)(=O)c1cc(F)ccc1F (stereo not given)	4	0	102	4	7	94	17	96	0.1
COC(=O)Cn1c(-c2ccc(OC)cc2)c(-c2ccc(OC)cc2)nnc1=O	3	1	103	4	4	104	5	103	0.5
O=[N+]([O-])c1cccc(NC(=S)N2CCN(c3ccccn3)CC2)c1	-5	1	97	x	x	134	x	99	x
O=C(N/N=C\c1c[nH]c2ccccc12)c1ccc(O)cc1	-1	0	97	x	x	102	x	101	1.3
O=C(CNC(=O)c1ccc(Br)cc1)Nc1ccc2c(c1)CCC2	3	0	89	4	x	111	x	89	x
Cc1ccc(C(C)C)c(OCCCn2ccnc2C)c1	0	1	95	5	0	105	2	102	-0.5
Cc1cc(C)c2c3c(sc2n1)C(=O)N(c1ccccc1)CC(=O)N3	-2	4	105	2	3	103	0	100	1.4
CN(C)c1ccnc2sc3c(=O)n(-c4ccccc4)cnc3c12	-6	4	101	0	1	102	1	107	-0.4
O=C1CC(c2ccccc2)CC(=O)C1Sc1ccc(Cl)cc1 (stereo not given)	14	0	88	3	2	111	13	101	-1.7
COc1ccc(CCC(=O)NCCCNC(=O)CCc2ccc(OC)cc2)cc1	12	0	94	-1	2	96	3	98	-1.1
CCn1c(SCc2ccc(C#N)cc2)nnc1-c1cccc(Cl)c1	18	1	97	1	2	93	-2	91	1.1
COc1ccc(CCNC(=O)N[C@@H](Cc2ccccc2)C(=O)O)cc1	10	0	94	4	3	118	-1	94	-0.1
Cc1ccc(S(=O)(=O)Oc2ccc(/C=C3\C(=N)N4N=C(S(C)(=O)=O)SC4=NC3=O)cc2)cc1	-10	1	25	16	7	106	10	97	-10
C=CCn1c(SCc2n[nH]c(=S)n2-c2ccccc2)nnc1-c1ccccc1	-3	2	111	4	-2	88	1	100	1.4
CCc1ccc(C(=O)/C=C2\Sc3ccccc3NC2=O)cc1	3	0	101	-1	10	109	20	101	2.9
Nc1nnc(SCC(=O)NNC(=O)c2ccc(Cl)cc2)s1	-11	0	94	3	4	100	15	94	x
Cn1c(SCCC#N)nnc1-c1ccccc1F	5	3	108	5	3	103	0	100	0.0
CN(C(=O)COn1nnc2ccc(Cl)cc21)C1CCS(=O)(=O)C1 (stereo not given)	13	2	98	6	x	99	x	98	x
O=C(CC1CCCCC1)Nc1c2c(nn1-c1ccc(F)cc1)CS(=O)(=O)C2	0	0	98	-3	1	104	4	101	1.9
O=C(NCc1ccccc1)C1CCN(C(=O)NCc2ccccc2)CC1	8	0	115	-2	3	118	0	109	0.4
O=C(COc1ccc([N+](=O)[O-])cc1)NNC(=S)NC(=O)c1ccc(Br)cc1	61*	0	106	3	4	164	6	95	-3.8
Cc1cc(C)c(C(=O)c2ccc(C(=O)NC(C)(C)C)cc2)c(C)c1	6	0	111	1	1	91	-1	98	-1.6
COc1ccc(/C=N/NC(=O)c2[nH]c3ccc(Br)cc3c2-c2ccccc2)c(C(=O)O)c1OC	3	4	108	2	10	108	12	78	2.4
CCOC(=O)N1CCN(C(=O)CCN2C(=O)/C(=C\c3cccc(OC)c3)SC2=S)CC1	0	1	112	0	4	86	3	107	-1.9
NC(=S)Nc1nc2ccccc2[nH]c1=O	-3	0	117	0	10	88	9	114	-2.9
COc1cccc(CNC(=O)CCC2CCCN(C(=O)CCn3cncn3)C2)c1 (stereo not given)	15	0	111	6	5	98	0	100	0.7
O=C(NCC1CCCO1)C(c1ccc(F)cc1)N(Cc1ccc2c(c1)OCO2)C(=O)c1ccc(CN2CCOCC2)o1 (stereo not given)	6	2	106	-1	-1	95	7	115	1.5
CCN(CC)S(=O)(=O)c1cccc(S(=O)(=O)c2cccc(S(=O)(=O)N(CC)CC)c2)c1	3	1	98	1	-2	85	-3	100	-0.1
CCCCC(=O)Nc1ncc([N+](=O)[O-])s1	-2	2	91	-1	4	86	2	88	-1.5
COc1cc(OC)cc(C(=O)N[C@H](C(=O)NCc2ccccc2)C(C)C)c1	-3	0	98	-2	2	83	-3	104	0.6
O=c1ccn(-c2cccc(C(F)(F)F)c2)nc1-c1ccn(-c2ccccc2)n1	-5	3	32	-2	-4	120	0	106	1.0
C=CCN1c2ccccc2[C@]23C[C@@H](C(=O)OC)N(C(=O)CC(C)C)C2=NC(C(=O)OC)=C(C(=O)OC)[C@H]13	-6	0	78	10	3	98	0	65	-0.3
O=C(COC(=O)c1cc(=O)[nH]c2ccccc12)Nc1cccc(S(=O)(=O)N2CCOCC2)c1	-4	1	104	3	0	95	-9	97	-1.4
CCC(=O)N1CCc2cc(S(=O)(=O)CCC(=O)NCCc3ccc(OC)c(OC)c3)ccc21	1	1	105	11	4	97	3	100	-1.2
CCN(CC)c1ccc(/C=N/NC(=O)OC(C)(C)C)cc1	9	2	104	2	2	91	-6	97	0.3
CCOC(=O)C(C)Sc1nc2c(cnn2-c2ccc(C)cc2)c(=O)[nH]1 (stereo not given)	-7	4	101	6	3	102	-9	102	-2.0
CCN(CC)S(=O)(=O)c1ccc2c(c1)oc(=O)n2CC(=O)NC1CCCCC1	14	3	102	3	8	123	1	99	-2.2

Next section:
SMILES	VLA-4 inh	GRK2 aptamer HTS	AGP1 TOR yeast	GLD-1 TGE inh	Bcl-xL primary	Yeast superoxide	MCL1 BIM primary	CIT2-GFP yeast	MEX-5 binding
COc1ccc(OC)c(S(=O)(=O)N2CCN(C(=O)NC3CCCCC3)CC2)c1	17	5	103	3	5	92	-3	108	x
CC(=O)N1c2ccc(S(=O)(=O)N3CCC(C(=O)NCc4ccc(Cl)cc4)CC3)cc2CC1C (stereo not given)	2	17	93	-1	3	105	2	92	4.3
CCC(CC)C(=O)N1N=C(c2ccc(NS(C)(=O)=O)cc2)CC1c1ccc(C)cc1 (stereo not given)	0	1	104	1	4	86	7	96	0.8
COc1ccc(CC(=O)N2CCC(Nc3nc4ccccc4n3Cc3ccc(F)cc3)CC2)cc1	17	0	106	4	3	107	-2	92	-1.1
CCc1cccc(CC)c1NC(=O)COC(=O)c1ccccc1-c1nc2ccccc2s1	10	0	90	3	-2	87	-2	89	0.9
COc1ccccc1N(CC(=O)NCCN1CCOCC1)S(=O)(=O)c1ccccc1	6	0	99	-1	2	106	1	115	-0.8
Cn1c(SCC(=O)NNC(=O)c2ccc(Br)cc2)nnc1-c1cccnc1	-3	1	107	5	-1	101	-3	98	-1.2
CN1CCN(S(=O)(=O)c2cccc(C(=O)Nc3nccs3)c2)CC1	19	3	109	-1	5	91	4	110	-2.9
COc1ccc(CCNC(=O)C(=O)Nc2nccs2)cc1OC	0	1	101	9	2	115	6	101	-2.3
Cc1cc2c(c(SCC(=O)N(C)c3ccccc3)n1)C(=O)OC2	5	0	99	-4	11	96	10	97	-1.6
O=C(Cc1ccc(-n2c(=O)[nH]c3ccccc3c2=O)cc1)N1CCN(c2cccc(Cl)c2)CC1	16	0	105	7	3	95	2	98	-0.3
CCCCNC(=O)Cn1c(=O)oc2cc(S(=O)(=O)N3CC(C)CC(C)C3)ccc21 (stereo not given)	-10	2	106	-3	2	93	7	105	2.0
COc1ccccc1C1=NOC(COC(=O)c2ccc3ccccc3n2)C1 (stereo not given)	-3	0	98	-3	1	99	1	93	-2.5
COc1cccc(CNC(=O)c2ccc(OC)c(S(=O)(=O)NC3CCCC3)c2)c1	11	0	108	-3	7	97	2	102	-1.0
Cc1cccnc1NC1OC(=O)c2ccccc21 (stereo not given)	17	0	101	-3	-4	87	-11	97	1.9

3 compounds out of the list, ordered by heavy-atom count, smallest number first.
SMILES	VLA-4 inh	GRK2 aptamer HTS	AGP1 TOR yeast	GLD-1 TGE inh	Bcl-xL primary	Yeast superoxide	MCL1 BIM primary	CIT2-GFP yeast	MEX-5 binding
Cc1cc2c(c(SCC(=O)N(C)c3ccccc3)n1)C(=O)OC2	5	0	99	-4	11	96	10	97	-1.6
COc1cccc(CNC(=O)c2ccc(OC)c(S(=O)(=O)NC3CCCC3)c2)c1	11	0	108	-3	7	97	2	102	-1.0
CC(=O)N1c2ccc(S(=O)(=O)N3CCC(C(=O)NCc4ccc(Cl)cc4)CC3)cc2CC1C (stereo not given)	2	17	93	-1	3	105	2	92	4.3
